From PubChem
IMP-1 inhibitor – blocks Pseudomonas aeruginosa IMP-1 metallo-beta-lactamase. purified IMP-1, nitrocefin hydrolysis, epi-absorbance fluorescence. inhibition, % at 5.6 µM. 290,000 compounds, 0.45% hits;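 active = inhibition above the mean plus 3 SD of all compounds in the same screening run, cut at about 4.5% in these data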;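 also: 0% = IMP-1 with DMSO and 100% = DMSO wells lacking enzyme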
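Assay system: purified IMP-1; Quantity: IMP-1 0.2 nM before substrate addition; Medium: HEPES buffer pH 7.1 with ZnSO4 and Brij 35; Incubation: 15 min enzyme–compound preincubation, then 25 min nitrocefin reaction, 25 °C; Signal: fluorescence quenching readout, ex 480/em 530 nm; Controls: DMSO with and without IMP-1; Repeats: singlicate testing.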
MEKK2wt PB1 HTS – raises or lowers MEK5 binding to wildtype human MEKK2 PB1 domain | Q9Y2U5 | binding response (% of control), % at 10 µM | 290,000 compounds, 1.1% hits | bead flow cytometry, Alexa488-MEK5 binding to MEKK2 WT; actives lie on both sides; in the data active = binding response below about 67% or above about 130%
MEKK2 mut-MEK5 – signal of MEK5 binding to mutant human MEKK2 PB1 domain; 290,000 compounds, 0.35% hits; percent response, % at 10 µM; bead flow cytometry, Alexa488-MEK5 binding to MEKK2 mutant; AID 1530; in the data active = percent response above about 24%, passing the limit was not always enough; also: inactives centre near 1; some results filed as inactive read as strong as hits
NALP1 yeast inh – inhibitors of NALP1 inflammasome in yeast; S. cerevisiae NALP1/ASC/caspase-1 growth, X-gal OD620, 72 h; inhibition, % at 10 µM; 280,000 compounds, 0.61% hits; AID 2071; in the data active = inhibition mostly above about 24%, no sharp cut-off; inactive = mostly below about 32%; also: some compounds called inactive have numbers as strong as hits
NS3 helicase inh – HCV NS3 helicase inhibition. NS3 helicase DNA unwinding, Cy5 molecular beacon fluorescence. inhibition, % at 10.9 µM. 290,000 compounds, 0.56% hits;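 active = inhibition above the mean of all tested compounds plus 3 SD, set per campaign, cut at about 35% in these data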;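 also: 0% = DMSO wells and 100% = thioflavine S control wells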
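System: Hepatitis C virus NS3 helicase domain fragment enzyme | Reagent: Annealed dual-labelled DNA beacon duplex, ATP-started | Compound dosing: 10.9 µM single point, 0.8% DMSO | Incubation: 1 h reaction at 25 °C, ATP-initiated | Technique: Cy5 fluorescence | Evaluation: Percent inhibition from t60/t0 fluorescence ratio | Benchmarks: Low DMSO, high thioflavine S at 110 µM | Replication: Singlicate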
M18AAP inhibitor – PfM18AAP enzyme inhibition | inhibition, % at 7.35 µM | recombinant PfM18AAP, H-Glu-NHMec fluorogenic cleavage | 290,000 compounds, 1.2% hits | AID 1822;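 active = inhibition above the campaign mean inhibition over all tested compounds plus 3 SD, cut at about 28% in these data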;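 also: 0% = plate median of test compound wells and 100% = 2 mM ZnCl2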
UBC9 SUMO inh – inhibitors of human SUMOylation (UBC9); AID 2006; 290,000 compounds, 0.36% hits; HTRF SUMOylation assay, SAE1/SAE2 + UBC9, in vitro; inhibition, % at 35 µM; P63279; in the data active = inhibition above about 50%, passing the limit was not always enough; also: strong numbers were not always called active
Target sequence (P63279 whole entry, looked up): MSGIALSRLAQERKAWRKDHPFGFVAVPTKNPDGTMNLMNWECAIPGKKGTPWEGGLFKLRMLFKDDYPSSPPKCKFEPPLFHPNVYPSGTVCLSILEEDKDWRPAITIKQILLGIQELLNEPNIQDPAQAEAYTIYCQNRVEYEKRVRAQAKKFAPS
VIM-2 inh – blocks Pseudomonas aeruginosa VIM-2 metallo-beta-lactamase; inhibition, % at 5.6 µM; AID 1527; purified VIM-2, nitrocefin hydrolysis, epi-absorbance fluorescence; 290,000 compounds, 0.89% hits;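 active = inhibition above the mean of all tested compounds plus 3 SD, cutoff set per screening run, cut at about 7.5% in these data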;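 also: red hydrolysis product quenches plate fluorescence so inhibitors raise well fluorescence; 0% = enzyme with DMSO and 100% = DMSO without enzyme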
FID counter – displaces DNA intercalator in HCV helicase counter-screen; AID 1845; inhibition, % at 7.9 µM; 290,000 compounds, 0.17% hits; DNA fluorescent intercalator displacement, fluorescence; in the data active = inhibition above about 37%;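 also: 0% = vehicle and 100% = reference compound; higher means more ethidium bromide displaced from hairpin DNA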
An asterisk follows results filed as active; x = not tested or not shown. Outcome played no part in choosing rows; any-hit rate near 4.7%.

Results follow in this order: NALP1 yeast inh, IMP-1 inhibitor, NS3 helicase inh, FID counter, MEKK2wt PB1 HTS, VIM-2 inh, MEKK2 mut-MEK5, M18AAP inhibitor, UBC9 SUMO inh
COC(=O)c1cc(NC(=O)CSc2nnc(N)s2)ccc1Cl
    9, -4.1, 13, -3, 98, -3.8, 0, 0, 0
CCn1c(SCC(=O)Nc2cc(C)on2)nc2c(c1=O)SCC2
    7, -2.6, 6, 0, 105, -0.6, 4, 3, 5
COc1ccccc1CNS(=O)(=O)c1ccc(-n2cnnn2)c(OC)c1
    12, -1.9, 7, -8, 104, 2.8, -1, -1, -2
CC1Cc2cc(/C(O)=C3\C(=O)C(=O)N(Cc4ccncc4)C3c3ccccc3F)ccc2O1 (centres undefined)
    21, -1.7, 22, -51, 94, 3.8, -6, 8, 7
Cc1ccc(N(Cc2cc3ccccc3[nH]c2=O)C(=O)c2ccco2)c(C)c1
    8, -1.8, -5, -33, 99, -4.1, 5, 5, 1
CCOc1ccc(C(=O)NC(=S)N(Cc2ccccc2)Cc2ccccc2)cc1
    8, -2.8, 7, -18, 105, -1.9, 3, 1, -2
Cc1ccc(N(CC(=O)Nc2cc(C)ccc2C)S(C)(=O)=O)cc1
    7, -1.2, 2, -12, 111, -2.3, 6, 3, 10
CC(=O)c1ccc(NC(=O)CC23CC4CC(C2)CC(n2nnc(C)n2)(C4)C3)cc1
    10, -2.0, -1, -24, 103, -1.5, 5, -9, 11
COc1cc(C(=O)NC(C(=O)Nc2cccc(C(C)=O)c2)C(C)C)cc(OC)c1OC (centres undefined)
    -6, -3.5, -10, -27, 107, -3.5, 0, -2, -2
COc1cccc(CC(=O)N2CCC(n3nccc3NC(=O)C3CCOC3)CC2)c1 (centres undefined)
    6, -2.4, 3, -7, 105, -2.5, 5, -7, 12
COc1ccc(C(=O)N/C(=C\c2cn(C)c3ccccc23)C(=O)NCCCN2CCOCC2)cc1OC
    9, -0.9, -4, 26, 97, 0.7, -3, 3, -4
CCc1ccccc1NC(=O)c1ccccc1Sc1ccc([N+](=O)[O-])cc1Cl
    6, -4.3, -2, -2, 95, -0.5, -2, -7, -24
C/C(Cl)=C\Cn1c(=O)c2c(nc3n2CCS3)n(C)c1=O
    -5, -2.3, 8, -6, 109, 0.0, -5, 1, 13
CS(=O)(=O)N(CCc1ccccc1)CC(=O)NCc1ccncc1
    4, -3.4, -4, -3, 92, -2.7, -4, 3, 18
CCOC(=O)Cc1csc(NS(=O)(=O)c2ccc(OC)cc2)n1
    4, -4.0, -1, -11, 99, -3.3, -3, -2, 1
Cc1ccc(C)c(C(=O)n2cnnc2N)c1
    3, -0.2, -4, 1, 107, -1.0, 2, 35*, 12
CS(=O)(=O)N(CCc1ccccc1)CC(=O)Nc1ccc(Br)cc1F
    8, 2.1, -8, -27, 109, 0.1, 1, -9, 14
COc1ccc(OC)c(NC(=O)Nc2cccc(Cn3cccn3)c2)c1
    16, -2.1, 16, -8, 89, -1.1, -5, -14, 6
CCn1c(=O)c(-c2cc(=O)[nH][nH]2)c(O)c2ccccc21
    -24, -1.9, 10, -32, 82, 0.8, -15, 31*, -3
O=C(O)CCC(=O)Nc1ccc(Cc2ccc(NC(=O)CCC(=O)O)cc2)cc1
    8, -1.5, -7, -3, 101, -0.4, -2, -12, 4
O=C(O)C1C2C=CC(O2)C1C(=O)NCCCn1ccnc1 (centres undefined)
    -29, -1.0, 0, -3, 104, -0.7, 4, -3, -1
CC1CCN(C(=O)C(=O)Nc2sc3c(c2C(N)=O)CC(C)(C)OC3)CC1
    -7, -1.4, 0, -29, 98, -5.3, -3, 1, -4
CC1=Nc2ccccc2/C1=C\c1nc(-c2ccc(F)cc2)oc1O
    6, -0.7, 18, -8, 7.0*, -2.3, -10, -4, 19
COc1ccc(NC(=O)CNC(=O)c2ccco2)cc1
    -10, -3.3, 17, -12, 107, -5.5, 6, 0, 2
Cc1c(C(=O)N2CCOCC2)c(S(=O)(=O)Nc2cccc(F)c2)c(C)n1C
    11, -4.9, -2, -14, 96, -2.9, 2, 7, -4
CCn1nnc(NC(=O)c2ccc(C(C)(C)C)cc2)n1
    20, -2.2, 2, -4, 104, 0.9, 2, 4, 8
Nc1nc(SCCO)[nH]c(=O)c1NC(=O)c1ccccc1F
    10, -3.7, -2, -4, 100, -1.5, -1, -3, -4
Cc1cc(C)cc(N2Cc3ccccc3C2)c1
    -5, -3.3, 6, -7, 103, -1.8, 5, -4, 5
O=C(c1ccccc1F)N1CCN(Cc2ccccc2F)CC1
    11, -3.8, -11, -2, 97, 0.8, -2, -12, -12
CC1(C)CC(=O)C(C#N)=C(NCCCO)C1
    18, -0.4, 6, -3, 90, -4.8, -3, 4, 3
COc1ccc(CCn2cc(C#N)c(=O)[nH]c2=O)cc1OC
    4, -2.3, 2, -1, 96, -2.9, -6, -1, 12
CCCCc1ncc(CN2CCC(n3nccc3NC(=O)C(OC)c3ccccc3)CC2)[nH]1 (centres undefined)
    23, -2.9, -23, 2, 112, -2.2, 8, 2, -7
N#CCCn1cc(C(=O)Nc2ccc(C(=O)O)cc2)c(-c2ccc([N+](=O)[O-])cc2)n1
    14, -2.9, 0, -2, 99, -0.5, 5, -8, 28
COc1cccc(/C=N/c2nc3ccccc3n2C)c1O
    -1, 2.9, 1, -1, 101, -1.2, 8, 1, 6
NC(=O)C1CCN(C(=O)COc2ccc3c4c(c(=O)oc3c2)CCCC4)CC1
    11, -0.5, -9, -14, 95, 11*, -4, -5, 20
NC(=O)NC(=O)Nc1ccccc1Cl
    18, -6.9, 2, 1, 125, -4.4, 7, -26, 19
COc1ccc(N(C)S(=O)(=O)c2ccc(Cl)c(C(=O)NCCc3ccc(Cl)cc3)c2)cc1
    -3, 1.2, -4, -25, 80, 2.5, -16, -11, -4
O=C(CN1C(=O)c2cccc3cccc1c23)Nc1ccc(S(=O)(=O)N2CCOCC2)cc1
    5, -4.6, -15, -17, 95, -2.1, 4, 5, 26
C=CCn1c(SCC(=O)NCc2ccc3c(c2)OCO3)nc2scc(-c3ccccc3)c2c1=O
    11, -1.7, 5, 4, 117, -3.3, 8, -4, 4
Cc1cc(/C=C(\C#N)C(=O)NCc2ccco2)c(C)n1-c1ccc(C(=O)O)cc1
    -3, -1.5, 5, -46, 104, -2.4, 0, -1, 11
N#Cc1nc(-c2cccs2)oc1NCC1CCCO1 (centres undefined)
    -1, 0.1, 11, -13, x, -1.6, x, 17, 22
COc1ccc(NC(=S)N(CCCN2CCOCC2)Cc2ccco2)cc1
    3, -3.2, 5, 6, 102, 1.0, 2, 4, 10
CCN(CC)S(=O)(=O)c1ccc2oc(C(=O)NCCN3CCOCC3)c(C)c2c1
    23, 0.3, -1, -2, 98, -1.4, -3, -3, 13
S=C(NCc1ccco1)Nc1ccc(Cl)c(Cl)c1
    18, -0.7, 7, 5, 97, -9.6, -1, 3, 34
O=C(CC1C(=O)NCCN1Cc1ccccc1C(F)(F)F)NC1CCCCCC1 (centres undefined)
    29, -1.6, -3, -45, 102, -0.5, 1, 1, 7
COc1cccc(/C=C2\SC(N3CCCC(C)C3)=NC2=O)c1OC (centres undefined)
    11, -1.9, 0, -33, 97, -4.0, 1, 10, 31
Cc1ccc2c(Cl)cc(Cl)c(OCC(=O)Nc3cc(S(=O)(=O)N(C)C)ccc3C)c2n1
    26, -2.3, -3, -22, 112, 1.1, 15, -8, -11
COc1ccc(NC(=S)N(Cc2cccc(Br)c2)CC2CCC(C(=O)O)CC2)cc1 (centres undefined)
    -2, -1.8, 10, -39, 102, -1.2, 3, 4, 7
O=C(Cc1ccccc1)NCC(=O)N1CCc2ccccc2C1
    2, -2.9, -5, -6, 106, -1.5, 5, 0, -1
COc1ccc(-c2nc3ccccc3c(=O)n2NC(=S)N(C)C)cc1
    36, -4.0, -3, -2, 95, -1.6, 8, 36*, -1
CCc1ccc(-c2ccc(C(=O)O)c(C)n2)cc1
    29, -0.6, 5, -2, 101, -2.2, 0, -7, 12
O=C(COc1ccc2c(c1)C(=O)CC1(CCCCC1)O2)NCc1ccccc1
    2, -3.4, 6, -16, 98, -3.2, 0, 0, 3
CCOc1ccccc1N1CCN(C(=O)CNC(=O)c2sc3ccccc3c2Cl)CC1
    19, -0.8, -25, -34, 96, -2.0, -6, -1, 11
CCOC(=O)CCNC(=O)Nc1ccc2nc(C)n(Cc3ccccc3Cl)c(=O)c2c1
    31, -2.5, -13, -20, 89, -0.3, -5, -3, -1
Cc1cccc(C(=O)NCCN2CCCC2)c1
    20, -2.8, 3, -7, 107, -4.2, 3, 4, -5
OCCC1CN(Cc2ccc(F)cc2)CCN1CCCc1ccccc1 (centres undefined)
    8, -0.8, -8, 5, 110, -1.2, 7, 0, 8
O=C(O)C1CC=CCC1C(=O)NCCc1ccccc1 (centres undefined)
    16, -4.0, -1, -3, 101, -2.3, -1, -3, 5
CCOC(=O)CSc1nnc(-c2ccco2)n1C
    x, -5.4, 5, 1, 103, -5.7, 7, 4, -5
CCc1nnc(NC(=O)CCC(=O)NC2CCCC2)s1
    4, -5.0, 11, -5, 104, -3.2, 4, -6, 1
Cc1cc(C)c(C(=O)CSc2nc(C)cc(C)c2C(N)=O)c(C)c1
    21, -1.8, 5, -24, 93, -3.0, 1, 1, -16

The list continues:
Results follow in this order: NALP1 yeast inh, IMP-1 inhibitor, NS3 helicase inh, FID counter, MEKK2wt PB1 HTS, VIM-2 inh, MEKK2 mut-MEK5, M18AAP inhibitor, UBC9 SUMO inh
CN(C)c1ccc(C2C3=C(CCCC3=O)OC3=C2C(=O)CCC3)cc1
    24, -0.6, -4, -8, 98, -1.0, 7, 7, 4
CC(=O)Nc1ccc(S(=O)(=O)N2CCN(c3cnn(C)c(=O)c3Cl)CC2)cc1
    3, -3.6, -3, 7, 98, -5.1, 4, 1, -4
O=C1N/C(=N\N=C\c2cccs2)SC1Cc1cccc(Cl)c1Cl (centres undefined)
    13, -1.1, 9, 2, 104, -1.7, 5, 4, 3
Cn1ncc(Cl)c1C(=O)N1CCc2ccccc21
    23, -4.7, -2, -1, 85, -2.8, -10, -5, 4
COc1ccc(OC)c(CN2CCN(S(=O)(=O)c3ccc(NC(C)=O)cc3)CC2)c1
    12, -5.5, 0, 10, x, -1.3, x, -5, 8
COC(=O)c1cc(S(=O)(=O)N(C)C2CCCCC2)oc1C
    -1, -1.9, 1, -20, 100, -2.8, -2, 1, 2
O=C(CCc1c[nH]c2ccccc12)N1CCN(c2ccc(O)cc2)CC1
    -7, -3.7, 11, -6, 89, 0.8, -14, 31*, 1
COC(=O)N1C(=O)[C@](c2ccsc2)(C(C)C)N1C(=O)OC
    2, -1.0, 0, -5, 86, -2.4, -11, 2, 7
CC(NC(=O)CCc1nnc(-c2ccc(-c3ccccc3)cc2)o1)c1nc2ccccc2[nH]1 (centres undefined)
    8, -3.9, -5, -11, 99, -2.3, -4, 2, 4
O=C(CSc1nc(O)cc(=O)n1C1CCCC1)Nc1cccc(Cl)c1Cl
    3, -2.1, 3, -7, 102, -0.9, -5, -13, 15
CCOc1ccc(-c2c(C(=O)N/N=C(\C)c3ccco3)nnn2-c2nonc2N)cc1
    15, -0.7, -9, -36, 107, -1.1, -2, -3, 14
